GPT2 inhibitor – GPT2 alanine aminotransferase inhibition | Recombinant GPT2, coupled pyruvate oxidase/HRP Amplex Red fluorescence | Potency, µM (doses to about 57.7 µM), without a hit: at the top dose activity change, negative = inhibition, actives largely listed as inhibitors | hit rate 0.25% among 100,000 | AID 1671188; also: potency is read from the fitted curve at half-maximal effect; nearly all actives have a fitted effect of over 60% in size; many of its hits are not listed in these tables
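GPT2 10ng/uL, a-KG 250uM, L-Ala 2mM, HEPES pH7.5 + 0.0001% Tween; 30 min RT. Then Amplex mix (PO/HRP/ThPP), 30 min RT dark, fluorescence. AOA 50uM used as positive control.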
NIH3T3 tox – cytotoxic compounds in NIH 3T3 cells; NIH 3T3 viability, CellTiter-Glo ATP luminescence, 48-72 h; Potency, µM (titrated, usually from 96.7 µM), for the others: at the top dose activity change, negative = cytotoxicity, usual class: inhibitors; hit rate 4.3% among 94,000; AID 1345082; also: potency is read from the fitted curve at half-maximal effect; nearly all actives have a fitted effect of over 55% in size
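Mouse fibroblast NIH 3T3 cells, 400 per well, received compound via pintool and were incubated for 48 or 72 hr prior to CellTiter-Glo ATP luminescence measurement.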
SNCA viab count – reduces viability of HEK-293 SNCA reporter cells; hit rate 0.12% among 150,000; HEK-293-SNCA-luc viability, GF-AFC fluorescence, 24 h; Potency, µM (highest dose often 57.1 µM), for inactives: at the top dose activity change, negative = cytotoxicity, actives largely listed as cytotoxic;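 also: potency is read from the fitted curve at half-maximal effect; 0% = DMSO-treated cells and -100% = medium-only wells without cells; nearly all actives have a fitted effect of over 30% in size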
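HEK-293-SNCA-luc cells (1500/well) plated 24 h, then exposed 24 h to a dilution series; GF-AFC added 30 min at 37C, fluorescence 405/540 nm; normalised to medium-only and DMSO wells, Hill fit.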
SNCA expr inh – SNCA gene expression inhibition; HEK-293 SNCA-luciferase knock-in, luminescence, 24 h; Potency, µM (top dose mostly 57.2 µM), without a hit: at the top dose activity change, negative = inhibition, hits mostly inhibitors; hit rate 0.17% among 140,000;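 also: potency is read from the fitted curve at half-maximal effect; plate controls were DMSO cells for no effect and cell-free wells for full effect; nearly all actives have a fitted effect of over 45% in size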
FLuc inh – inhibitors of firefly (Photinus pyralis) luciferase | P08659 | purified P. pyralis luciferase, luminescence, biochemical | Potency, µM (series often up to 115 µM), for inactives: at the highest dose activity change, negative = inhibition, actives largely listed as inhibitors | hit rate 2.5% among 76,000 | AID 1347043; also: potency is read from the fitted curve at half-maximal effect; nearly all actives have a fitted effect of over 65% in size
Target sequence (P08659 whole entry, looked up): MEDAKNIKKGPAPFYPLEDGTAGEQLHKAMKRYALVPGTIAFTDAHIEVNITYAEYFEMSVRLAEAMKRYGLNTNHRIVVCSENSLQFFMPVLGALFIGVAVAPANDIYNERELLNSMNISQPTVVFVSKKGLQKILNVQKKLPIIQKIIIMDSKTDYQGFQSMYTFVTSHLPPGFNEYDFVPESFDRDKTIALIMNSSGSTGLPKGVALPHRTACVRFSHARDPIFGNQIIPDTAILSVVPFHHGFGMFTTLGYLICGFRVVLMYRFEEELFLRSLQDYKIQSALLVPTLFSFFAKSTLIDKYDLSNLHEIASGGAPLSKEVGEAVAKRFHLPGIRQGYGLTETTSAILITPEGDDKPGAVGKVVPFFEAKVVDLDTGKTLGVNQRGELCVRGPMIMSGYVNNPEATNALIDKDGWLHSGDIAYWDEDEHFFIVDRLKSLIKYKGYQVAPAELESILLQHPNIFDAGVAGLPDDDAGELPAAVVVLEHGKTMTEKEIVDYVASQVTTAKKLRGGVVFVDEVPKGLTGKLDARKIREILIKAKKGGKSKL
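Luminescence read by CCD imaging after purified firefly luciferase (10nM final) was added to substrate buffer holding 10uM D-luciferin and 10uM ATP, pH 7.5, pre-dosed with compound.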
IP6K1 inh – blocks human inositol hexakisphosphate kinase 1; Q92551; IP6K1 kinase, ADP-Glo luminescence, 2 h; stronger effect = lower value; activity change, % (series mostly up to about 58 µM); hit rate 0.81% among 140,000; AID 1645851; in the data active = activity change below about -25%
Target sequence (Q92551 whole entry, looked up): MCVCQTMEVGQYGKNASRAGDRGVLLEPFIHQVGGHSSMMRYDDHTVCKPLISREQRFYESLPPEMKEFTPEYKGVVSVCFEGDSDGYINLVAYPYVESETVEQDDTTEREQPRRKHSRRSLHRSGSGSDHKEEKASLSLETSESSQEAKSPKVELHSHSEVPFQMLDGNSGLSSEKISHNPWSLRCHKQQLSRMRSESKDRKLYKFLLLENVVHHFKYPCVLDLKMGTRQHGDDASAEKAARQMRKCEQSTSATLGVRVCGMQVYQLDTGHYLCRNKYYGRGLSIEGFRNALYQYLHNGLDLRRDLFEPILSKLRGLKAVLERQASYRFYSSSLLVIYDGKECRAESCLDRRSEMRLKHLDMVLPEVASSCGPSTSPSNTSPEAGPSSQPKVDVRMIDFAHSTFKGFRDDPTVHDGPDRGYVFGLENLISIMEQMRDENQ
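ADP-Glo luminescence measures ADP made by human IP6K1 during a 2 h RT reaction with ATP/IP6 (mix at 1.3 mM/130 uM); top library doses 57.5 and 19.1 uM final.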
HEK293 tox – kills HEK 293 cells | HEK 293 viability, ATP luminescence (CellTiter-Glo), 48-72 h | Potency, µM (titrated, usually from 115 µM), for the others: top-dose activity change, negative = cytotoxicity, usual class: inhibitors | hit rate 6.6% among 94,000; also: potency is read from the fitted curve at half-maximal effect; nearly all actives have a fitted effect of over 60% in size
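HEK 293 cells at 250 cells/well were exposed to compounds by pintool transfer for 48 or 72 hr at 37 degree Celsius, 5% CO2. Viability was read as ATP-coupled luminescence with CellTiter-Glo after 10 min at room temperature.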
The depositor's hits bear a star; i = inactive; ? = inconclusive; · = not tested or not shown; [ ] = remark or other dose. Unless noted, calls follow the shape of the dose curve; as a rule, active = well fitted curve in the direction sought with a large enough effect; inconclusive = small, poorly fitted or top-dose-only effect, or another doubt; inactive = no such curve, though single readings can be large; an effect the other way counts as inactive or inconclusive. Unless noted, % is scaled to controls: 0 for no effect and ±100 for the full control effect.

SMILES	GPT2 inhibitor	NIH3T3 tox	SNCA viab count	SNCA expr inh	FLuc inh	IP6K1 inh	HEK293 tox
COc1ccccc1C1C=C(c2ccc(C(C)C)cc2)Nc2nnnn21 (stereo not drawn)	·	·	?	25%	·	-8	·
CCOC(=O)c1cn(C2CN(S(=O)(=O)c3cccc(Br)c3)C2)nn1	-6%	-6%	6%	-1%	9%	13	?
O=[S+]([O-])(c1cccc(C(F)(F)F)c1)N1CC(Oc2ccc(F)cc2F)C1	i	-19%	9%	35%[activator]	·	-18	-20%
CCc1ccc(CNC(=O)c2ccc3c(c2)N(C)C2CCCCN2C3=O)cc1 (stereo not drawn)	1%	?	?	?	?	-14	?
COc1ccccc1C(=O)Nc1nnc(S(=O)(=O)N2CCCCC2)s1	·	·	3%	97%[activator]	·	22	·
O=C(CCc1ccccc1)N1CCC(c2nc(C3CCOCC3)no2)C1 (stereo not drawn)	-7%	-10%	8%	2%	3%	2	-11%
CCCCCC(=O)Nc1nc2c(s1)C[C@@H]1[C@](C)(CO)[C@H](O)CC[C@@]1(C)[C@@H]2CC(=O)NCc1ccccc1	-13%	?	-18%	-12%	0%	7	?
O=C(C1CCCC1)N1CCCC(C(=O)N2CCC(c3nc4ncccc4[nH]3)C2)C1 (stereo not drawn)	?	-26%	-1%	4%	·	7	-1%
CCCCCCOc1cc2c(cc1N(C)c1ncc(C(=O)O)cn1)C(C)(C)CCC2(C)C	3%	·	?	·	·	-14	·
O=C(Cc1ccccn1)N1CCCC2(CN[S+](=O)([O-])c3cccnc3N2)C1 (stereo not drawn)	·	i	·	·	·	-1	-7%
CNC(=O)c1cc(C2CC2)nc2c1c(C1CCCN(C(=O)Nc3ccccc3)C1)nn2C (stereo not drawn)	·	?	·	·	·	-2	?
CCOC(=O)c1oc2ccc(S(=O)(=O)N3CCc4nnc(C5CC5)n4CC3)cc2c1C	i	-8%	0%	-10%	0%	5	-12%
COc1ccc(CNC(=O)CC[C@H]2CNC(=O)[C@@H]3[C@@H](CCN3Cc3ccc(F)cc3)N2C)cc1	4%	-19%	-8%	-23%	-5%	10	-17%
CCSc1nnc2c(n1)OC(c1sccc1C)N(C(C)=O)c1ccccc1-2 (stereo not drawn)	·	·	-27%	-17%	·	-3	·
Cc1ccc(CN2COc3ccc4c(C)cc(=O)oc4c3C2)cc1	·	·	?	15%	·	20	·
CC1(C(=O)Nc2ccc(C(N)=O)cc2)CCCc2cnc(Nc3ccccc3)nc21 (stereo not drawn)	-12%[88.5 µM]	?	-17%[87.6 µM]	-8%[87.6 µM]	-15%[172 µM]	0	?
CC(C)(C)OC(=O)N1CCC(c2c(C(=O)N3CCN(C(=O)c4ccco4)CC3)cnn2-c2ccc(F)cc2F)CC1	·	·	5%	1%	·	-9	·
O=C(CCC1CCN(c2cc(NC3CC3)ncn2)CC1)NCCN1CCCCC1	?	-15%	-8%	?	-17%	16	-2%
O=C(N[C@@H]1CCOC[C@H]1OCc1ccccn1)c1cccc(-n2cnnc2)c1	-18%	-1%	-5%	7%	-4%	1	-9%
COc1ccc(NC(=O)CN(C)S(=O)(=O)c2cnc[nH]2)cc1	·	·	-9%	17%	·	8	·
CCOc1ccc(NC(=O)c2cc(-c3ccccc3C(F)(F)F)nc3c2cnn3C)cc1	·	?	·	·	·	-3	?
Cc1ccc(C(=O)CSc2nc(-c3ccccc3)nc3c2CCCC3)c(C)c1	·	·	-2%	21%	·	19	·
CCCN(Cc1cccs1)C(=O)Nc1ccc(OCC)cc1	·	·	6%	92%[activator]	·	-4	·
O=C(C1COc2ccccc2O1)N(Cc1cccnc1)c1nc2c(F)cc(F)cc2s1 (stereo not drawn)	·	·	-7%	63%[activator]	·	-3	·

Molecules above containing an aryl methoxy group (four):
SMILES	GPT2 inhibitor	NIH3T3 tox	SNCA viab count	SNCA expr inh	FLuc inh	IP6K1 inh	HEK293 tox
COc1ccccc1C1C=C(c2ccc(C(C)C)cc2)Nc2nnnn21 (stereo not drawn)	·	·	?	25%	·	-8	·
COc1ccccc1C(=O)Nc1nnc(S(=O)(=O)N2CCCCC2)s1	·	·	3%	97%[activator]	·	22	·
COc1ccc(CNC(=O)CC[C@H]2CNC(=O)[C@@H]3[C@@H](CCN3Cc3ccc(F)cc3)N2C)cc1	4%	-19%	-8%	-23%	-5%	10	-17%
COc1ccc(NC(=O)CN(C)S(=O)(=O)c2cnc[nH]2)cc1	·	·	-9%	17%	·	8	·

Carrying on.
SMILES	GPT2 inhibitor	NIH3T3 tox	SNCA viab count	SNCA expr inh	FLuc inh	IP6K1 inh	HEK293 tox
CN(C)C(=O)N1CCC2(CC1)CN(C(=O)c1cccc3[nH]ccc13)Cc1ccccc1O2	1%	-29%	-5%	-16%	·	3	-20%
Cc1ccc(NC(=O)c2oc3ccc4c(c3c2C)C(=O)CC(C)(C)O4)c(C)c1	·	·	-14%	75%[activator]	·	15	·
CCNC(=O)CCCN1C(=O)CCn2nc(-c3cccn3C)cc21	·	·	-4%	-18%	·	-5	·
O=C(c1cc(-c2ccc(F)cc2)n[nH]1)N1CC2CC(C1)[C@H]1CCCC(=O)N1C2 (stereo partly drawn)	-5%	i	5%	2%	7%	22	-4%
COc1ccc(-c2noc(CC3CCN(C(=O)c4ccccc4C)CC3)n2)cc1	-20%	?	?	-17%	10%	0	?
O=C(Nc1c(C(=O)N2CCN(c3ccccc3)CC2)oc2ccccc12)c1ccc(Br)o1	·	·	3%	-6%	·	-8	·
Cc1ccc(N(C)S(=O)(=O)c2nnc(NC(=O)C3CCCCC3)s2)cc1	·	·	4%	7%	·	-2	·
COC(=O)[C@@H]1Cc2ncn(C)c2CN1C(=O)CC(C)(C)CC(=O)O	i	-7%[138 µM]	2%[87.6 µM]	?	-4%[172 µM]	14	3%[172 µM]
CC(C)CN1CCOC[C@H](Oc2ccc(S(C)(=O)=O)cc2)C1	5%[88.5 µM]	-3%[138 µM]	4%[87.6 µM]	3%[87.6 µM]	13%[172 µM]	0	-16%[172 µM]
COCCN1C(=O)N(C)C(=O)C12CCN(Cc1ccc(C(=O)OC)cc1)C2 (stereo not drawn)	-3%	-15%	-19%	3%	·	10	-8%
COc1cccc(C(=O)N2CCC3(CC2)NC(=O)N(c2ccc(F)cc2)N3)c1OC	?	?	1%	-14%	-5%	6	?
Cc1cc(C)c2c(n1)sc1c(=O)n(-c3cc(Cl)ccc3C)nnc12	·	·	-1%	61%[activator]	·	-11	·
CC(=O)NC1CCCN(Cc2ccc(-c3cc(C)cc(C)c3)cc2)C1 (stereo not drawn)	2%[88.5 µM]	?	-8%[12.5 µM]	87%[activator][87.6 µM]	·	21	?
O=C(NCc1ccc(F)cc1)C1CCc2nnc(-c3ccc(Cl)cc3Cl)n21 (stereo not drawn)	-7%	-7%	4%	93%[activator]	·	1	-9%
CCOc1ccc(NC(=O)CSc2nnc(CNC(=O)c3c(F)cccc3Cl)o2)cc1	·	·	-9%	-28%	·	1	·
O=C(c1ccccc1F)N1CCN(Cc2ccccc2-c2cccnc2)CC1	?	?	7%[12.5 µM]	1%	·	13	?
CCOc1ccc(CCNC(=O)C2CCN(Cc3nc(-c4ccc(OC)c(OC)c4)oc3C)CC2)cc1OCC	·	·	2%	10%	·	-7	·
CC(C)OCCCNC(=O)Cn1nc2c(cc1=O)CCCC2	i	1%	6%	12%	3%	-8	-10%
CCCCc1nn(CC(=O)N2C[C@H]3CC=C(C)C[C@H]3C2)c(=O)n1CC	-25%	-37%	-8%	6%	-7%	-9	-13%
CCCCOC(=O)N1C[C@@H](CO)[C@@H]2Oc3c(C)cccc3[C@@H]21	·	40µM*	·	·	·	6	?
CCC(=O)N1CCc2cc(Br)cc(S(=O)(=O)N3CCN(c4cc(C)ccc4C)CC3)c21	·	·	-3%	-16%	·	-6	·
COc1ccc(CC(=O)NCCc2sc(-c3ccc(Cl)cc3)nc2C)cc1OC	·	·	?	-17%	·	6	·
O=C(COc1ccccc1)N1CCCC(c2noc(COc3ccccc3)n2)C1 (stereo not drawn)	i	?	1%[12.5 µM]	33%[activator]	?	20	?
Cc1ncc(CN2CCC3(CC2)CCN(Cc2ccoc2)CC3CO)n1C (stereo not drawn)	i[11.5 µM]	-15%	-13%	3%	-5%	20	i
O=C(COc1ccccc1)N1CCC2(CCC(=O)N(Cc3ccccc3)CC2)CC1	-3%	?	4%	2%	2%	19	?
CC(C)CSc1nnc(-c2ccccc2)c(-c2ccccc2)n1	·	·	-3%	11%	·	-23	·
Cc1c(Cl)cccc1NC(=O)Cn1cnc2nc3c(cc2c1=O)CCCC3	·	·	-5%	4%	·	21	·
COc1cc(NC(=O)Cn2nc(C(F)(F)F)c3c2CCCC3)c(OC)cc1Cl	·	·	1%	-17%	·	-9	·
COc1cc(CCC(=O)N2CC(c3noc(C4CCCN4C(C)=O)n3)C2)on1 (stereo not drawn)	-4%	-9%	4%[12.5 µM]	-14%	4%	30	i
CC(C)c1ccc(NC(=O)O[C@@H]2CO[C@H]3[C@@H]2OC[C@@H]3NC(=O)c2ccccc2)cc1	-5%[88.5 µM]	-1%[174 µM]	4%[87.6 µM]	13%[87.6 µM]	-27%[172 µM]	3	1%[172 µM]
COc1ccccc1-c1cccc(CN2CCCC(C(=O)NCc3cccnc3)C2)c1 (stereo not drawn)	i	35µM*	-7%	-10%	·	-3	?
CCOc1ccc(NC(=O)c2c(NC(=O)c3ccccc3Br)sc3c2CCC(C)C3)cc1 (stereo not drawn)	·	·	5%	-6%	·	-7	·
Cc1ccc(-c2nnc(C3CN(C(=O)c4cccc(Cl)c4)CC34CCOCC4)o2)cc1 (stereo not drawn)	4%	-12%	?	-6%	4%	-1	?
COc1ccc(C(=O)N2[C@@H]3CC[C@H]2CC(NC(=O)c2cnc(C)cn2)C3)c(OC)c1 (stereo partly drawn)	i	i	-2%	23%	-4%	19	4%
COc1cc(C(CC(=O)NCc2ccccc2)N2Cc3ccccc3C2=O)cc(OC)c1OC (stereo not drawn)	·	·	-11%	10%	·	8	·
CCOC(=O)c1ccc(NC(=O)CSc2nnc(CNC(=O)c3ccc(OC)cc3)n2CC)cc1	·	·	-6%	52%[activator]	·	12	·
CCOC(=O)CC(NS(=O)(=O)c1ccc2[nH]c3c(c2c1)CCCC3)c1ccccc1Cl (stereo not drawn)	·	·	-18%	?	·	3	·
CC(C)(C)CC(=O)Nc1nc2c(s1)C[C@@H]1[C@](C)(CO)[C@H](O)CC[C@@]1(C)[C@@H]2CC(=O)NC1CCCC1	-3%	?	-3%	-10%	-1%	-5	-11%
CC(C)c1nncn1C1CCN(S(=O)(=O)c2ccccc2)CC1	4%	-29%	11%	-28%	-13%	5	-5%
CN1CC2(CCCN(Cc3ccccc3OCC(=O)O)C2)OC1=O (stereo not drawn)	i	2%	-9%	-23%	-3%	6	-7%

From PubChem

These rows are one share of the data (hit frequency here may not be typical).
